# HP1b binding inh: blocks HP1-beta chromodomain binding to methylated histone tails | P83916 | AlphaScreen HP1-beta / biotin-H3K9me3 peptide binding | Potency, µM (series often up to 114 µM), inactives show top-dose activity change, negative = inhibition, hits mostly inhibitors | 0.56% of 390,000 active; note: potency is the fitted concentration of half-maximal effect; nearly all actives have a fitted effect of over 70% in size; inactives centre near 23
# Target sequence (P83916 whole entry, looked up): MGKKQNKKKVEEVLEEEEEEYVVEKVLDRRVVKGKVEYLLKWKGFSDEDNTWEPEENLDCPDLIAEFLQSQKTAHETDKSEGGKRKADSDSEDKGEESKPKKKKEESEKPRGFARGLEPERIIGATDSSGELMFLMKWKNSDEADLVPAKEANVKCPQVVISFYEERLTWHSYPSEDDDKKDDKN
#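 Compound inhibition of the preformed complex between 50 nM HP1-beta and 50 nM biotinylated H3K9me3 peptide was read by AlphaScreen. Buffer was PBS pH 7.4 with 0.01% Tween-20. Incubations ran 30 min at room temperature, with 10 ug/mL donor/acceptor beads.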
# JMJD2A Tudor inh: blocks the human JMJD2A Tudor domain | O75164 | AlphaScreen JMJD2A-Tudor / H3K4me3 peptide binding | Potency, µM (highest dose often 114 µM), for the others: at the highest dose activity change, negative = inhibition, usual class: inhibitors | 4.4% of 390,000 active; note: potency is the fitted concentration of half-maximal effect; % is set by controls: 0 for no effect and ±100 for the full control effect; nearly all actives have a fitted effect of over 50% in size
# PGK inhibitor: blocks T. brucei phosphoglycerate kinase; Potency, µM (titrated, usually from 57.5 µM), inactives show at the top dose activity change, negative = inhibition, actives largely listed as inhibitors; P07378; 0.043% of 380,000 active; PGK/GAPDH coupled, Kinase-Glo luminescence, 60 min; AID 602233; note: potency is the fitted concentration of half-maximal effect; % is set by controls: 0 for no effect and ±100 for the full control effect; nearly all actives have a fitted effect of over 60% in size
# Target sequence (P07378 whole entry, looked up): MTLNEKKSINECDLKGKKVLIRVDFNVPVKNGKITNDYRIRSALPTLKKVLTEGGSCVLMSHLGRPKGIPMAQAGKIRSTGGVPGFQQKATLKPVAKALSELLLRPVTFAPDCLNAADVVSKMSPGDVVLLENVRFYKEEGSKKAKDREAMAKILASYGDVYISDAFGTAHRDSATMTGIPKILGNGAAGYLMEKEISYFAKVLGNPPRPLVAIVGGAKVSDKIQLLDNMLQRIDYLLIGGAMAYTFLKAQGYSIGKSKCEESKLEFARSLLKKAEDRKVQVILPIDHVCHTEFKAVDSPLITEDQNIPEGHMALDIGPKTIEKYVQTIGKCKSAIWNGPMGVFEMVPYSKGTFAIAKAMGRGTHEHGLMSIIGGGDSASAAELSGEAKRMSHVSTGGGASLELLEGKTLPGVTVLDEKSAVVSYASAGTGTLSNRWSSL
#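 Recombinant glycosomal PGK reaction used 1,3-bisphosphoglycerate generated in-well by GAPDH (100nM final) in 100mM TEA pH 7.6, 5mM MgCl2, 0.01% Tween-20. After 60 minutes at room temperature, ATP was read by Kinase-Glo Plus luminescence end-point.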
# GLS inh: glutaminase GLS (human) inhibition; O94925; GLS enzymatic activity, qHTS titration; Potency, µM (top dose mostly 45.5 µM), inactives show top-dose activity change, negative = inhibition, hits mostly inhibitors; 0.21% of 410,000 active; note: potency is the fitted concentration of half-maximal effect; % is set by controls: 0 for no effect and ±100 for the full control effect
#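 Enzyme dispensed in phosphate buffer (45 mM, pH 8.2, 0.02% Tween-20), compounds pinned in, then 1 mM L-glutamine solution and the glutamate oxidase–HRP–Amplex Red mix added; fluorescence read immediately and again after 30 min at room temperature.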
# G9a block: inhibitors of human histone lysine methyltransferase G9a; Q96KQ7; G9a H3K9 monomethylation, AlphaScreen, 2 h; Potency, µM (series often up to 102 µM), without a hit: at the top dose activity, negative = inhibition, most hits filed as inhibitors; 8.8% of 350,000 active; note: potency is the fitted concentration of half-maximal effect; % is set by controls: 0 for no effect and ±100 for the full control effect; nearly all actives have a fitted effect of over 75% in size
# Target sequence (Q96KQ7 913-1193 limits assumed): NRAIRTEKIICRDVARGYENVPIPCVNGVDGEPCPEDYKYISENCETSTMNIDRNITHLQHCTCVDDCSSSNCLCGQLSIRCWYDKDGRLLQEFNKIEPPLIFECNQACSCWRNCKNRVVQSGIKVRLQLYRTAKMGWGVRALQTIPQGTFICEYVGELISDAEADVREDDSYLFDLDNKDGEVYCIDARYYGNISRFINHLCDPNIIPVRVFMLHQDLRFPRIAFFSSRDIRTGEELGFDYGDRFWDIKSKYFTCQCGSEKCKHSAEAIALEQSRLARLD
#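 AlphaScreen read-out: biotin-H3K9 peptide (500 nM) methylation by 20 nM enzyme with 20 uM SAM, 2 h at room temperature after 15 min compound preincubation; anti-monomethyl H3K9 antibody plus donor/acceptor beads, 10 min dark.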
# BAZ2B inh: inhibitors of human BAZ2B bromodomain. Q9UIF8. AlphaScreen BAZ2B-H3K14Ac peptide displacement. 4.4% of 360,000 active. Potency, µM (highest dose often 114 µM), without a hit: at the highest dose activity change, negative = inhibition, hits mostly inhibitors; note: potency is the fitted concentration of half-maximal effect; % is set by controls: 0 for no effect and ±100 for the full control effect; nearly all actives have a fitted effect of over 60% in size
#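 Compounds, titrated to a top concentration of 110 uM, were incubated 30 min at room temperature with preformed BAZ2B/acetyl-K14 H3 peptide complex (50 nM each). Proximity signal was measured by AlphaScreen after 20 min with beads.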
# POLH inh: blocks human DNA polymerase eta activity | Q9Y253 | recombinant Pol eta, fluorescent DNA replication assay | Potency, µM (doses to about 114 µM), for the others: top-dose activity change, negative = inhibition, usual class: inhibitors | 1.2% of 390,000 active; note: potency is the fitted concentration of half-maximal effect; % is set by controls: 0 for no effect and ±100 for the full control effect
#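 Pol eta (10 nM) was preincubated with compounds for 15 min at room temperature, after which fluorescent replication substrate (50 nM final) was added to start the reaction. Fluorescence was read kinetically at 0 and 10 min.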
# PI4K2A inh: inhibitors of human PI4K2A. activity change, negative = inhibition, % at 76.9 µM. purified PI4K2A, ADP-Glo luminescence, 1 h; hits give low values. Q9BTU6. AID 1346378. 0.13% of 420,000 active; in the data active = activity change below about -50%; inconclusive = mostly about -30% to -49%;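 note: -100% = wells without enzyme as full effect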
#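 In this quantitative HTS, ADP production by PI4K2A was quantified luminescently after 1 h at ambient temperature; 100 microM adenosine served as plate-quality control.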
# Pin1 inh: inhibitors of human Pin1 | Pin1 FP peptide displacement, HiFluor488, 10 min | 0.009% of 390,000 active | Q13526 | Potency, µM (titrated, usually from 115 µM), without a hit: top-dose activity, negative = inhibition, usual class: inhibitors | AID 504891; active = well fitted inhibition curve with a large enough effect in the polarisation, with a control signal flat, not every such curve was filed as active; inconclusive = small, poorly fitted or top-dose-only effect, or effect the other way, or a change in a side signal; inactive = no such curve, though single readings can be large or run the other way; the % refers to the polarisation; note: potency is the fitted concentration of half-maximal effect; % is set by controls: 0 for no effect and ±100 for the full control effect
# Target sequence (Q13526 whole entry, looked up): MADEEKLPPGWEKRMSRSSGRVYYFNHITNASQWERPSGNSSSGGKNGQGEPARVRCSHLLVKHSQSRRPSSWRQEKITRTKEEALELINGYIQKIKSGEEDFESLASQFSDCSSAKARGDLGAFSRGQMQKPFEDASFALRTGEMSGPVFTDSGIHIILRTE
# Starred values were filed as active, the others as inactive; i = inactive; ? = inconclusive; . = not tested or not shown; [ ] = dose if it differs, or a comment. Unless noted, calls come from the whole dose curve; as a rule, active = well fitted curve in the direction sought with a large enough effect; inconclusive = small, poorly fitted or top-dose-only effect, or another doubt; inactive = no such curve, though single readings can be large; an effect the other way counts as inactive or inconclusive.
Compound,HP1b binding inh,JMJD2A Tudor inh,PGK inhibitor,GLS inh,G9a block,BAZ2B inh,POLH inh,PI4K2A inh,Pin1 inh
C=CCn1c(SCC(=O)Nc2ccccc2C)nc2sc(C)c(C)c2c1=O,20%,-6%,-9%,1%,-11%[59 µM],-7%,0%,6,5%
CCCCN(CCCC)c1ncnc2c1cnn2-c1cccc(C)c1,104%[activator],89%[activator],0%,-17%,93%[activator][59 µM],139%[activator],-12%,2,?
O=C1[C@H]2[C@@H](c3ccc(F)cc3)N3C(=O)N(c4ccc(Br)cc4)C(=O)[C@@]3(Cc3ccccc3)[C@H]2C(=O)N1C1CCCCC1,33%,-21%,-4%,1%,-8%,-37%,-20%,4,8%
COc1cc(C2CC(=O)Nc3ccc4ccccc4c32)ccc1OC(=O)C(C)C (centres undefined),-6%,?,-12%,8%,?,?,-10%,-3,21%
CCc1ccc(-n2nnc(-c3nsc(NC(=O)c4ccccc4Cl)n3)c2C)cc1,44%[activator],4%,-3%,7%,4%[59 µM],5%,-10%,0,32%[activator]
CC(C)OC(=O)c1cccc(C(=O)Nc2cccc(NC(=O)c3cccc(C(=O)OC(C)C)n3)n2)n1,36%,-4%,-4%,-4%,-33%,-2%,-10%,0,3%
CCOC(=O)c1c(C)oc2ccc(N(C(=O)c3ccncc3)S(=O)(=O)c3ccc(F)cc3)cc12,8%,-30%,-6%,5%,-48%[59 µM],-11%,-11%,5,14%
CC(C)Cn1c(N)c(C(=O)COC(=O)Cc2cccs2)c(=O)n(C)c1=O,9%,-15%,-1%,?,8%,-4%,-2%,0,3%
S=C(Nc1ccccc1)Nc1nc2ccccc2n1CCOc1ccc(Cl)cc1,?,?,i,2%,-10%[59 µM],7.1µM*,-13%,17,15%
CCCCC(=O)Nc1nc(C)c(-c2csc(Nc3cc(Cl)ccc3OC)n2)s1,-15%,?,-4%,11%,?,-13%,-8%,-5,43%[activator]
CC(C)Oc1ccc(C(=O)NC2CCN(Cc3ccccc3)CC2)cc1,7%,-17%,-2%,5%,-6%,2%,-2%,4,-1%
CC1CCc2c(sc(NC(=S)NC(=O)c3ccccc3)c2C#N)C1 (centres undefined),10%,-2%,-2%,-6%,?,-44%,-7%,-1,-1%
N#C/C(=C(/O)COc1ccc(Cl)cc1)c1nc2ccccc2s1,27%,-11%[11.4 µM],7%,12%,?,-29%,5%,-3,0%
N#CC1=C(N)Oc2cc(N)ccc2C1c1ccc(F)cc1 (centres undefined),-1%,-24%,i,7%,-8%[59 µM],-36%,-5%,3,-2%
O=C(COc1ccccc1)N1CCN=C1SCc1ccccc1,33%,25%,5%,?,47%[activator],-12%,-25%,-5,-3%
Cc1cc(=O)c(C(=O)O)nn1-c1ccccc1F,11%,?,-1%,?,?,2%,-11%,-18,-3%
COc1ccc(C(=O)NN(C)c2nc(C(F)(F)F)nc3ccccc23)cc1,33%,-15%,i,-3%,-8%,-8%,-10%,-1,1%
O=C(NCc1cccs1)C(=O)NCC(c1ccco1)N1CCN(c2ccccc2F)CC1 (centres undefined),27%,-14%[11.4 µM],-3%,-13%,-34%,-21%,?,-4,1%
CCOc1cc(/C=C2\C(=N)N3N=C(N4CCCCC4)SC3=NC2=O)ccc1OC(=O)c1ccco1,-13%,?,-10%,4%,?,?,?,-3,?
Cc1ccc(NC(=O)/C(=C\C=C\c2ccccc2)NC(=O)c2ccccc2)cc1,6%,-22%,6%,11%,2%[12.7 µM],5%,0%,-4,24%
O=C(NC1CCCC1)C(c1ccncc1)N(CCCN1CCOCC1)C(=O)c1ccc(-c2ccccc2)[nH]1 (centres undefined),5%,-26%,i,-8%,?,-21%,-10%,-2,11%
Cc1ccc(C)c(-c2cc(C(=O)Nc3cccc(C(=O)O)c3)c3ccccc3n2)c1,33%,-2%[11.4 µM],0%,3%,-39%,-15%,-12%,-3,2%
CN(C(=O)COC(=O)c1nc(Cl)ccc1Cl)c1ccccc1,48%[activator],8%,i,-4%,81%[activator],-5%,-16%,-4,-1%
CC1(C)C2CCC1(CS(=O)(=O)Nc1cccc(S(N)(=O)=O)c1)C(=O)C2 (centres undefined),29%,-21%,i,7%,.,-1%,-3%,4,0%
O=C(CNC(=S)N(Cc1ccccc1F)C1CCCCC1)NCCN1CCOCC1,-1%,-14%,11%,2%,-33%,-18%,-20%,7,1%
O=C(Nc1cccc(Cl)c1)c1ccc(F)c(S(=O)(=O)N2CCC3(CC2)OCCO3)c1,51%[activator],-16%,9%,1%,0%[59 µM],-12%,-15%,-2,2%
CC(C)C[C@@H](CN1CCCC1CN1C(=S)NC[C@@H]1Cc1ccc(O)cc1)N1C[C@H](Cc2ccc(O)cc2)N(CC2CCCCC2)C1=S (some centres undefined),-13%,40µM*,-8%,36%[activator],.,.,-4%,5,15%
N#CCC(=O)Nc1ccc(C(=O)NCc2ccccn2)cc1,26%,-6%,7%,0%,-4%,-2%,-10%,1,1%
CCOC(=O)c1c(S(=O)(=O)Nc2cccc(Cl)c2)c(C)n(C)c1C,-7%,-32%,-10%,4%,-4%,-16%,-1%,-2,0%
CCOC(=O)c1cnc2c(cnn2C)c1NCCC#N,16%,-4%,-3%,0%,-29%[12.7 µM],5%,2%,-5,-1%
CCOc1ccc(NC(=O)Nc2ccc(N(C)C(C)=O)cc2)cc1,3%,-26%,-5%,2%,8%[59 µM],-3%,-10%,3,23%
Cc1ccc(NC(=O)COc2ccc(/C=C3/SC(=Nc4ccccc4)N(Cc4cccnc4)C3=O)cc2)cc1,23%,-4%,-2%,0%,-21%,11%,-16%,0,?
COc1cccc(Nc2nc(-c3ccc(O)cc3)cs2)c1,-9%,?,i,7%,50µM*,?,-18%,2,-2%
O=S(=O)(NC1CCCC1)c1ccc(Br)s1,23%,4%,5%,2%,?,-1%,-12%,-2,4%
COc1ccc(N2C(=O)/C(=C/c3ccc([N+](=O)[O-])cc3)N=C2C)c(OC)c1,-9%,-23%,i,-6%,?,-15%,-12%,2,19%
CC1(C2CC2)NC(=O)N(CC(=O)Nc2ccc(OC(F)F)cc2)C1=O (centres undefined),.,.,4%,-2%,.,.,-18%,1,.
Cc1cccc(CNC(=O)C(C)n2nc(C)c3c(C)n(-c4ccccc4)nc3c2=O)c1 (centres undefined),56%[activator],-5%,-1%,2%,.,-23%,1%,0,2%
O=C(CCc1ccccc1)Nc1cc(C(F)(F)F)ccc1Cl,33%[activator],17%,-3%,-1%,11%,52%[activator],0%,9,4%
O=C(NCc1ccc2c(c1)OCO2)C1CCCCC1,24%,?,7%,0%,-1%,-26%,-4%,1,-6%
O=C(COC(=O)c1ccc(S(=O)(=O)N2CCOCC2)cc1)NC1CCCCCCC1,17%,4%,6%,0%,-5%,.,-16%,-14,5%
Cc1ccc(NC(=O)c2nnn(CC(=O)Nc3ccccc3)c2N)cc1C,85%[activator],-27%,-3%,-3%,?,-12%,?,1,1%
CNC(CC(=O)c1ccc([N+](=O)[O-])cc1)C(Cl)(Cl)Cl (centres undefined),16µM*,?,-9%,?,4µM*,?,-9%,-1,-6%
Cc1ccccc1-c1nc(CS(=O)(=O)CC(=O)Nc2c(C)cccc2C)c(C)o1,37%,-8%,-3%,-11%,8%[59 µM],-19%,-13%,2,5%
O=S(=O)(c1ccccc1)N1CCCC1c1cccs1 (centres undefined),25%,7%,-3%,7%,22%,-14%,-21%,-3,2%
COc1cc(SC)ccc1C(=O)N1CCN(Cc2ccccc2)CC1,31%,-22%,-8%,-16%,-1%[0.501 µM],1%,-15%,1,3%

# An excerpt from above in order of molecular weight, high to low.
Compound,HP1b binding inh,JMJD2A Tudor inh,PGK inhibitor,GLS inh,G9a block,BAZ2B inh,POLH inh,PI4K2A inh,Pin1 inh
COc1ccc(N2C(=O)/C(=C/c3ccc([N+](=O)[O-])cc3)N=C2C)c(OC)c1,-9%,-23%,i,-6%,?,-15%,-12%,2,19%
COc1cc(SC)ccc1C(=O)N1CCN(Cc2ccccc2)CC1,31%,-22%,-8%,-16%,-1%[0.501 µM],1%,-15%,1,3%
CC1(C2CC2)NC(=O)N(CC(=O)Nc2ccc(OC(F)F)cc2)C1=O (centres undefined),.,.,4%,-2%,.,.,-18%,1,.

# The list continues:
Compound,HP1b binding inh,JMJD2A Tudor inh,PGK inhibitor,GLS inh,G9a block,BAZ2B inh,POLH inh,PI4K2A inh,Pin1 inh
NC1=NC2(CCCCC2)N(c2ccc(F)cc2F)C(N)=N1,1%,-12%,-6%,0%,?,-17%,-13%,-5,1%
Cc1ccc2c(c1)c1c(n2CC(O)Cn2c(C)nc3ccccc32)/C(=N\O)CCC1 (centres undefined),-10%,?,-9%,5%,18µM*,?,-16%,-3,-13%
O=C(NC(=O)c1cc(OCC(F)(F)F)ccc1OCC(F)(F)F)Nc1ccccc1,33%,-1%,1%,5%,-4%,4%,-15%,5,-1%
COC(=O)Nc1nc(Sc2ncc(C(F)(F)F)cc2Cl)n[nH]1,35%,-1%,-6%,0%,9%[59 µM],-4%,-9%,-1,-7%
Cc1cc(C)c2cc(C(=O)Nc3ccc4c(c3)OCO4)[nH]c2c1,-1%,-14%,0%,0%,-44%,9%,-7%,-2,?
Cc1cc(C(=O)Nc2ccccc2C(=O)O)ccc1NC(=O)COc1cccc(C)c1C,20%,-19%,-5%,?,5%,-18%,6%,2,-1%
COc1ccc(-n2nc(C(=O)N3CCCCC3)c(C)c(C#N)c2=O)cc1,37%,-1%,0%,-16%,-1%,-7%,-10%,1,-4%
CCOC(=O)N1CCc2c(sc3c2c(=O)n(-c2ccccc2C(F)(F)F)c(=O)n3Cc2ccccc2C)C1,13%,-28%,9%,-8%,-49%[59 µM],-31%,-18%,-2,7%
O=[N+]([O-])C1=CC=C2C(=NC3(CCCCC3)N2O)C1=NCCO,-34%,-16%,-17%,3%,?,50µM*,-11%,-10,2%
COc1ccc(NC(=O)c2ccccc2NC(=O)c2ccco2)c(OC)c1,8%,-8%,-8%,-4%,?,-2%,-6%,1,?

# From PubChem

# Not all compounds are listed (hit frequency here may not be typical).
